# Bioassay records (PubChem)
# CCT modulator = High-Throughput Screening for Modulators of Cytosolic Chaperonin Activity | purified chaperonin ATPase assay, HTRF ADP detection, 30 min | activity change, % (test concentration not listed), hits read low | 360,000 tested, 0.3% active | AID 651819, 2012; in the data active means activity change below about -30%; further: on the % scale 0 is the no-effect control and ±100 the full control effect
#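 Nucleotide hydrolysis assay: TRiC at 20–40 nM final (set by batch activity) with 10 uM ATP, 30 min at 37 °C, in presence of 76 uM compound. Detection by competitive ADP HTRF, 30 min ambient.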
# TGFb inhibitor = qHTS for Inhibitors of TGF-b; HepG2 CAGA-GFP TGF-b/SMAD3 reporter, GFP fluorescence, 18 h; TGF-beta stimulated, 500 pg/mL final; Potency, µM (series often up to 46.1 µM), for inactives: at the top dose activity, negative = inhibition, most hits filed as inhibitors; 410,000 tested, 1.2% active; AID 588855, 2011; further: potency means the concentration at half of the fitted maximal effect; on the % scale 0 is the no-effect control and ±100 the full control effect; nearly all actives have a fitted effect of over 65% in size
#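 Inhibition was scored as loss of TGF-beta-induced (500 pg/mL final, 18 hours, 37 degrees C) GFP in HEPG2 cells carrying a CAGA-GFP reporter, in DMEM with 1% FBS. Well GFP was summed per cell; Activity was normalised to unstimulated and stimulated DMSO wells, then concentration-response fitting.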
# A549 viability = Nrf2 qHTS screen for inhibitors: counterscreen for cytotoxicity; 390,000 tested, 0.16% active; A549 ARE-Fluc cells, CellTiter-Fluor viability, 18-24 h; Potency, µM (doses to about 46 µM), for the others: top-dose activity change, negative = cytotoxicity, actives largely listed as inhibitors; further: potency means the concentration at half of the fitted maximal effect; on the % scale 0 is the no-effect control and ±100 the full control effect
#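 A549 ARE-Fluc cells in 5% FBS OPTI-MEM, 5000 cells/well, rested 2 h then exposed to compounds in concentration-response for 18-24 h at 37 °C. Viability by CellTiter-Fluor fluorescence (Ex 405/Em 525) after 30 min; luciferase luminescence (BugLite, 15 min, RT) read afterwards.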
# MmCpn inh = Inhibitors of TCP-1 ring complex (TRiC) of Methanococcus maripaludis (MmCpn): qHTS | purified Mm-Cpn ATPase, ADP Transcreener TR-FRET | Potency, µM (highest dose often 76.9 µM), without a hit: at the top dose activity, negative = inhibition, most hits filed as inhibitors | 330,000 tested, 0.031% active; further: potency means the concentration at half of the fitted maximal effect; on the % scale 0 is the no-effect control and ±100 the full control effect; nearly all actives have a fitted effect of over 80% in size
#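 ATPase turnover read by TR-FRET ADP competition (Eu cryptate antibody/ADP-d2, 665/590 nm): 10uM ATP final, 25nM Mm-CPN final, 30 min 37degC after 10-min compound preincubation, pH 7.4 Tris/KCl/MgCl2/DTT buffer.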
# pAkt inh = HTS Assay for Inhibitors of Akt Phophorylation: Primary Screen; Neuro2A IGF-stimulated pAkt S473 HTRF, 20 min; hits give low values; 360,000 tested, 0.32% active; AID 651550, 2012; activity change, % for hits at 50 µM; in the data active means activity change below about -80%; inconclusive means mostly about -51% to -80%; further: on the % scale 0 is the no-effect control and ±100 the full control effect
#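 Single-point screen (50 µM final compound) in Neuro2A cells stimulated 20 min with 6 nM IGF at 37 deg C. After lysis, Ser473-phosphorylated Akt read by HTRF (ex 330 nm, em 615/665 nm) as the 665/615 ratio.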
# HepG2 viability = qHTS for Inhibitors of TGF-b: Cytotox Counterscreen; HepG2 CAGA-GFP viability, ATP luminescence, 18 h; AID 588856, 2011; Potency, µM (top dose mostly 46.1 µM), for the others: at the top dose activity change, negative = cytotoxicity, most hits filed as cytotoxic; 410,000 tested, 0.76% active; further: potency means the concentration at half of the fitted maximal effect; some results filed as inactive show a strong effect at the top dose
#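 HepG2 CAGA-GFP cells (1000/well, DMEM with 1% FBS) received compound, then TGF-beta at 500 pg/mL final, and were incubated 18 hours at 37 degrees C. Viability was read by CellTiter-Glo luminescence. Media-only wells were set as complete cell-killing and DMSO as no toxicity.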
# ATXN viability = Viability Counterscreen for Primary qHTS for Inhibitors of ATXN expression | S2 cells (HEK-293 line with an ATXN2-luciferase reporter) viability, CellTiter-Fluor protease fluorescence, 24 h | Potency, µM (series often up to 56.7 µM), most hits filed as cytotoxic | 400,000 tested, 0.49% active | AID 651635, 2014; further: potency means the concentration at half of the fitted maximal effect; nearly all actives have a fitted effect of over 40% in size
# Nrf2 ARE act = qHTS of Nrf2 Activators; Potency, µM (top dose mostly 46.1 µM), without a hit: at the top dose activation, actives largely listed as activators; AREc32 ARE-luciferase reporter (MCF7-derived line), luminescence, 24 h; AID 624171, 2012; 410,000 tested, 0.31% active; further: potency means the concentration at half of the fitted maximal effect; % of control where 0% means no effect; nearly all actives have a fitted effect of over 65% in size
#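 For detection, Steady-Glo was added and plates sat 30 min at RT; before that, AREc32_Fluc cells grown overnight in OPTI-MEM/5% FBS had been treated with 23 nL compound for 24 hr at 37 deg C.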
# Nrf2 inh = Nrf2 qHTS screen for inhibitors | A549 ARE-Fluc reporter, luciferase luminescence, 18-24 h | Potency, µM (titrated, usually from 46 µM), without a hit: at the highest dose activity change, negative = inhibition, usual class: inhibitors | 360,000 tested, 2.1% active | AID 504444, 2011; further: potency means the concentration at half of the fitted maximal effect; on the % scale 0 is the no-effect control and ±100 the full control effect; nearly all actives have a fitted effect of over 60% in size
#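 Nrf2 activity is the BugLite luminescence, read 15 min after reagent at room temperature, following CellTiter-Fluor cytotoxicity readout (30 min, 37C). Compound titrations were applied for 18-24 h to 5000 A549 ARE_Fluc cells/well in 5% FBS OPTI-MEM.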
# Active calls of the source: *; i = inactive; ? = inconclusive; nt = no result given. Unless noted, the call rests on the fitted dose curve; in most records, active means well fitted curve in the direction sought with a large enough effect; inconclusive means small, poorly fitted or top-dose-only effect, or another doubt; inactive means no such curve, though single readings can be large; an effect the other way counts as inactive or inconclusive.
SMILES,CCT modulator,TGFb inhibitor,A549 viability,MmCpn inh,pAkt inh,HepG2 viability,ATXN viability,Nrf2 ARE act,Nrf2 inh
O=C(CCNC(=O)c1ccc(Br)cc1)NC1CCCCCC1,-0.4,0%,-5%,2%,i,-38%,?,-0.8%,-24%
O=C(CN1C(=O)NC2(CCCC2)C1=O)NNC(=O)c1ccccc1,0.7,15%,-2%,1%,i,7%,i,-0.1%,-3%
COc1ccccc1Oc1ccccc1C(=O)O,-0.5,7%,7%,1%,i,-7%,i,-0.1%,?
CCCCn1c(/N=C/c2c[nH]c3ccccc23)nc2ccccc21,1.3,?,5%,0%,i,-94%,?,-0.6%,1%
NCCC1CN(C(=O)OCc2ccccc2)c2ccccc21 (stereo unspecified),-1.8,14%,11%,nt,i,-28%,i,3.7%,18%
CN(CCCNC(=O)C1CCN(S(=O)(=O)c2cccc3nsnc23)CC1)Cc1ccccc1,-0.1,9%,-5%,1%,i,-11%,i,-0.8%,8%
O=C(C[n+]1ccccc1)N/N=C/c1ccccc1[N+](=O)[O-],-1.6,-17%,4%,-2%,i,-9%,i,0.0%,-11%
CCCCN(C)C(=O)c1nc2ccccn2c1CN1CCN(C(=O)c2cccs2)CC1,0.2,0%,-4%,-2%,i,0%,i,0.7%,2%
CCOC(=O)N1CCN(Cc2nc3ccc([N+](=O)[O-])cc3c(=O)n2-c2ccc(OC)cc2OC)CC1,0.0,-14%,3%,1%,i,2%,i,-0.4%,-22%
Cc1ccccc1NC(=O)c1ccc(F)c(S(=O)(=O)NC2CCCC2)c1,nt,-1%,0%,nt,nt,8%,nt,-0.1%,nt
Cc1occc1C(=O)Nc1cc(S(=O)(=O)N2CCOCC2)ccc1OC(C)C,1.4,-1%,6%,0%,i,-11%,i,0.3%,-6%
CC(C)N1CCC1(C)C(=O)Nc1nc2ccccc2[nH]1 (stereo unspecified),-3.0,-15%,nt,nt,i,-2%,i,0.3%,nt
Cc1cc(C)cc(C(=O)NC(=S)Nc2ccc(Cc3ccncc3)cc2)c1,-0.3,7.1µM*,0%,-1%,i,-25%,i,0.3%,?
CC1CN(CCCCN2C(=O)c3ccccc3C2=O)CC(C)O1 (stereo unspecified),-3.3,-3%,-7%,2%,i,-7%,i,-0.4%,5%
CCn1nc(C(=O)NNC(=O)COc2ccccc2C)c2ccccc2c1=O,0.2,0%,4%,-1%,i,-34%,i,-1.0%,14%
O=c1[nH]nc(Cc2ccccc2)c2ccccc12,-2.5,23%,-2%,0%,i,-2%,i,2.5%,-23%
Cc1cccc(N2CC(C(=O)Nc3ccc(S(=O)(=O)Nc4nccs4)cc3)CC2=O)c1C (stereo unspecified),-2.9,12%,-6%,1%,i,22%,nt,-0.4%,0%
N#C/C(=C\c1ccc(OCc2ccccc2)cc1)C(=O)Nc1ccc(C(=O)O)cc1,-8.7,-3%,1%,2%,i,-10%,i,3.4%,?
C[C@H](NC(=O)Nc1cccc(Br)c1)C(=O)O,-0.6,-3%,-3%,-1%,i,-9%,i,-0.4%,-7%
Cc1c(N2C(=O)CSC2c2ccco2)c(=O)n(-c2ccccc2)n1C (stereo unspecified),-0.6,-6%,4%,0%,i,-8%,i,2.4%,0%

# Record cards, as listed above. Order of screens: CCT modulator	TGFb inhibitor	A549 viability	MmCpn inh	pAkt inh	HepG2 viability	ATXN viability	Nrf2 ARE act	Nrf2 inh
# Shown for Cc1c(N2C(=O)CSC2c2ccco2)c(=O)n(-c2ccccc2)n1C (stereo unspecified) → -0.6	-6%	4%	0%	i	-8%	i	2.4%	0%
# Shown for Cc1ccccc1NC(=O)c1ccc(F)c(S(=O)(=O)NC2CCCC2)c1 → nt	-1%	0%	nt	nt	8%	nt	-0.1%	nt
# Shown for CCn1nc(C(=O)NNC(=O)COc2ccccc2C)c2ccccc2c1=O → 0.2	0%	4%	-1%	i	-34%	i	-1.0%	14%
# Shown for O=c1[nH]nc(Cc2ccccc2)c2ccccc12 → -2.5	23%	-2%	0%	i	-2%	i	2.5%	-23%

# (continued)
SMILES,CCT modulator,TGFb inhibitor,A549 viability,MmCpn inh,pAkt inh,HepG2 viability,ATXN viability,Nrf2 ARE act,Nrf2 inh
CC(=O)N1CCOc2ccc(S(=O)(=O)Nc3ccc(C)cn3)cc21,-0.2,-2%,-7%,1%,i,0%,i,0.3%,6%
COc1ccc(S(=O)(=O)N2CCCCCC2)cc1C(=O)N1CCN(c2ccc(F)cc2)CC1,-0.8,-20%,-3%,nt,i,-10%,i,-1.2%,?
COc1ccc(CNc2ncnc3c2c(-c2ccccc2)cn3-c2ccc(C)c(Cl)c2)cc1,nt,14%,14%,nt,nt,-2%,nt,-0.3%,nt
Cc1[nH]c(C)c2c(=O)[nH]ncc12,-1.4,-1%,1%,2%,i,-36%,i,0.6%,?
Cc1ccc(CNC(=O)C2CC(c3ccccc3[N+](=O)[O-])=NO2)cc1 (stereo unspecified),0.9,-10%,3%,2%,i,-8%,i,0.4%,9%
Cc1ccc(C(=O)Nc2cccc(NC(=O)c3cccs3)c2)c(C)c1,1.1,-19%,-6%,0%,i,-18%,i,5.5%,-10%
COCCN1C(=O)C(=O)/C(=C(/O)c2cccc(OC)c2)C1c1ccc(C)o1 (stereo unspecified),-1.7,-1%,-3%,1%,i,-9%,i,-0.5%,-16%
CCC1CN(C(=O)C2CCN(S(=O)(=O)c3c(C)noc3/C=C/c3ccccc3F)CC2)c2cc(C)ccc2O1 (stereo unspecified),nt,0%,9%,nt,nt,11%,nt,9.7%,nt
O=C(CN1C(=O)NC2(CCOc3ccccc32)C1=O)c1ccc(F)c(F)c1 (stereo unspecified),1.6,-8%,1%,-5%,i,2%,i,0.4%,-21%
COC(=O)C(Cc1ccccc1)NCC(=O)Nc1cccc(Cl)c1C (stereo unspecified),-2.5,1%,-1%,0%,i,-4%,i,-0.1%,3%
O=C(NCc1ccc2c(c1)OCO2)c1ccc(NC(=O)C2CCCO2)cc1 (stereo unspecified),-0.7,-2%,-1%,-1%,i,-22%,i,-0.4%,-7%
COc1ccc(C(CNC(=O)C(CCSC)NC(=O)c2ccccc2Cl)N2CCCCC2)cc1 (stereo unspecified),2.4,-27%,0%,0%,i,3%,i,0.1%,13%
O=C(O)c1cccc(Oc2ccc([N+](=O)[O-])cc2)c1,2.0,-5%,-7%,1%,i,-2%,i,-0.6%,-19%
Cc1ccc(S(=O)(=O)N2CCCN(S(=O)(=O)c3ccc(C(F)(F)F)cc3)CC2)cc1,0.1,?,-18%,2%,i,-34%,i,0.0%,?
COc1ccc(/C=N/NC(=O)c2cc(-c3ccccc3)nc3ccccc23)c(OC)c1,-0.9,-13%,0%,?,i,-23%,i,5.3%,?
CCCS(=O)(=O)NC(=O)C1(C)CCCN(C(=O)c2cccc3ccccc23)C1 (stereo unspecified),-1.3,3%,nt,nt,i,0%,i,0.4%,nt
CC(CCc1ccccc1)NC(=O)CCC(=O)N1CCC(C(=O)O)CC1 (stereo unspecified),-0.7,17%,1%,1%,i,13%,i,-0.1%,-3%
COc1cccc(-c2nnc(SCC(=O)OC(C)C)n2N)c1,1.2,-10%,0%,1%,nt,2%,i,-0.8%,nt
Cc1ccc(SCc2ccc(C(=O)Nc3nccs3)o2)cc1,-0.3,-14%,2%,0%,i,0%,i,1.6%,?
N#Cc1ccc(C(=O)OCC(=O)Nc2cccc(S(=O)(=O)NC3=NCCC3)c2)cc1,-3.0,3%,4%,1%,i,7%,i,-1.3%,2%
CCC(c1nnnn1CCOC)N1CCN(Cc2ccccc2)CC1 (stereo unspecified),-0.4,4%,8%,2%,i,-18%,i,-0.8%,nt
Cc1ccc(N(C(C)C(=O)Nc2c(C)n(C)n(-c3ccccc3)c2=O)S(C)(=O)=O)cc1C (stereo unspecified),-0.7,-7%,4%,-1%,i,18%,i,-0.4%,-11%
CCC1(C)C(Nc2c(C)cccc2C)=NC(=S)N1c1ccc(NC(C)=O)cc1 (stereo unspecified),-5.4,-3%,-4%,5%,i,-9%,i,-0.2%,0%
O=C(Nc1ccc(Cl)cn1)c1ccccc1[N+](=O)[O-],-1.7,4%,-1%,0%,i,7%,i,4.4%,?
CCCCCCn1c(N2CCCC2)nc2c1c(=O)n(C)c(=O)n2C,-2.2,-16%,-6%,0%,i,-17%,i,-0.5%,?
CCn1c(CNC(=O)c2ccccc2Br)nnc1SCC(=O)Nc1nncs1,-2.1,0%,2%,-1%,i,-23%,i,0.3%,1%
FC(F)(F)c1cccc(Cn2nnnc2-c2ccc(Cl)cc2)c1,-0.2,-6%,4%,1%,nt,0%,i,-0.5%,nt
O=C(CCC(=O)OCC(=O)c1ccc(C(F)(F)F)cc1)OCC(=O)c1ccc(C(F)(F)F)cc1,-0.2,18%,-2%,-1%,i,1%,i,-1.6%,4%
CCc1ccc2[nH]c(=O)c(CN(CCCN3CCOCC3)C(=O)Nc3ccccc3)cc2c1,-1.5,-24%,-11%,0%,i,-47%,i,5.1%,7%
O=C1CC(c2ccccc2)SC(N(c2ccccc2)c2ccccc2)=N1 (stereo unspecified),-0.7,-9%,-1%,1%,i,-80%,i,6.4%,-22%
CCn1cc(CN2CCc3c([nH]c4ccccc34)C2c2ccc(F)c(OC)c2)c(C)n1 (stereo unspecified),0.3,?,0%,-6%,i,-16%,i,10%,2%
CC(=O)Nc1ccc(S(=O)(=O)N(C)CC(=O)OCC(=O)N(C)c2ccccc2)cc1,0.9,1%,4%,3%,i,-1%,i,0.0%,-1%
